USP1-UAF1 inh – USP1/UAF1 (human) deubiquitinase inhibition; O94782; recombinant USP1/UAF1, Ub-Rhodamine cleavage fluorescence; Potency, µM (top dose mostly 57.1 µM), inactives show at the highest dose activity change, negative = inhibition, hits mostly inhibitors; 390,000 compounds, 0.23% hits; AID 743255; also: potency is read from the fitted curve at half-maximal effect; % is scaled to controls: 0 for no effect and ±100 for the full control effect; nearly all actives have a fitted effect of over 60% in size; inactives centre near -12
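In this screen, compounds sit with the deubiquitinase complex (1nM) for 15 min at room temperature before Ub-Rho is added at 150nM final. Fluorescence rise is then followed for 6 reads every 60 seconds.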
TrxR1 substrate – substrates of rat thioredoxin reductase 1; 390,000 compounds, 0.01% hits; purified TrxR1 substrate turnover, NADPH consumption readout; Potency, µM (series often up to 114 µM), for the others: at the top dose activity change, negative = substrate turnover; O89049; also: potency is read from the fitted curve at half-maximal effect; % is scaled to controls: 0 for no effect and ±100 for the full control effect; nearly all actives have a fitted effect of over 50% in size
Target sequence (O89049 whole entry, looked up): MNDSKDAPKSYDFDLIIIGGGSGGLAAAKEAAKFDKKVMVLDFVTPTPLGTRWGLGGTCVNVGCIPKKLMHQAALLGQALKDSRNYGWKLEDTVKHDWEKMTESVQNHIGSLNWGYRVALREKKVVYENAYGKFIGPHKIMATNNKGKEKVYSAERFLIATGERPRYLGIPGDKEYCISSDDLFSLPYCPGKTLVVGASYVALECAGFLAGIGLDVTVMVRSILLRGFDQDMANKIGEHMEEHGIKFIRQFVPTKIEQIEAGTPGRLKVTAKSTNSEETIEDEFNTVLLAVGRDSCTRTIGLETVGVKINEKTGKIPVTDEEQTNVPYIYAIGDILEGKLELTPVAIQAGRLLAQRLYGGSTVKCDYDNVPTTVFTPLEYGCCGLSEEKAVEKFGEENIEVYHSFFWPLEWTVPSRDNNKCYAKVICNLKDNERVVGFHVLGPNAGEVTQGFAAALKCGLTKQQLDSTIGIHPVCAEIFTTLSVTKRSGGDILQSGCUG
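Rat TrxR1, dispensed at 90 nM, was prereduced with 400 uM NADPH (final) for 5 min at ~22 deg C, then incubated with compound 15 min before 400 uM selenite. A first-read NADPH fluorescence drop versus no-compound background flagged substrates.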
RXFP1 ag – RXFP1 (human) receptor agonism; HEK293T-RXFP1 cAMP TR-FRET, 30 min; response scale: percent of porcine relaxin response, buffer zero; Potency, µM (highest dose often 57.5 µM), for the others: at the top dose activation, most hits filed as activators; 370,000 compounds, 0.3% hits; AID 2676; also: potency is read from the fitted curve at half-maximal effect; % is scaled to controls: 0 for no effect and ±100 for the full control effect; nearly all actives have a fitted effect of over 60% in size; many of its hits are not listed in these tables
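cAMP rise read by TR-FRET after 30 min, 37C compound exposure (up to 58 uM) in RXFP1-transfected HEK293 cells with Ro 20174 present. EC50 from Hill-equation fits, with 29 nM porcine relaxin as 100% and buffer as basal.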
Vif-APOBEC3G blk – inhibitors of Vif-APOBEC3G interaction | HeLa A3G-eYFP + Vif (tagged APOBEC3G with the HIV-1 protein that degrades it), YFP fluorescence, overnight | Potency, µM (series often up to 46.1 µM), for the others: top-dose activity, negative = active, most hits filed as inhibitors | 410,000 compounds, 0.076% hits | AID 602310;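 also: potency is read from the fitted curve at half-maximal effect; % is scaled to controls: 0 for no effect and ±100 for the full control effect; nearly all actives have a fitted effect of over 60% in size; hits raise eYFP signal because A3G escapes Vif-driven loss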
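HeLa cells stably expressing Vif and C-terminally eYFP-tagged A3G, seeded overnight at 37 deg C, then exposed to compound by pintool overnight at 37 deg C. Rise in yellow fluorescence (Ex 488/Em 500-530, Acumen) marks blocked Vif-driven A3G degradation.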
LDHA block – inhibitors of human lactate dehydrogenase A; AID 1347041; activity change, % (values are at about 110 or 230 µM); 480,000 compounds, 0.15% hits; purified LDHA, NADH/diaphorase-resazurin fluorescence; hits give low values; P00338; in the data active = activity change below about -30%; inconclusive = mostly about -25% to -30%;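 also: plate controls were DMSO wells for no effect and wells without enzyme for full effect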
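LDH5 2 nM; NADH 0.06 mM, pyruvate 0.2 mM; 200 mM Tris pH 7.4, EDTA, Tween-20; 5 min RT. Detection: diaphorase 0.133 mg/mL + resazurin 37 µM, fluorescence ex540/em590 at 0 and 20 min; normalized to enzyme-free and DMSO wells.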
GRP78 ERSR act – inducers of ER stress response in human glioma cells | AID 602332 | Potency, µM, inactives show at the highest dose activation, hits mostly activators | 420,000 compounds, 0.02% hits | U87-MG GRP78 promoter luciferase reporter, 16 h; also: potency is read from the fitted curve at half-maximal effect; series mostly up to about 76 µM; % of control where 0% means no effect; nearly all actives have a fitted effect of over 35% in size
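Stably transfected U87-MG glioma cells carrying a GRP78-based luciferase sensor; 16 h compound incubation. Luminescence end-point read 10 min after Bright-Glo addition at room temperature.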
Vif-A3F inh – inhibitors of Vif-A3F interaction; HeLa A3F-eYFP + Vif (tagged APOBEC3F with the HIV-1 protein that degrades it), YFP fluorescence increase; Potency, µM (highest dose often 46.1 µM), without a hit: at the top dose activity, negative = active; 390,000 compounds, 0.2% hits; also: potency is read from the fitted curve at half-maximal effect; % of control where 0% means no effect; nearly all actives have a fitted effect of over 65% in size
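HeLa cells stably expressing Vif plus C-terminally eYFP-tagged A3F were seeded, incubated overnight at 37 deg C, dosed with compound, incubated overnight again at 37 deg C. Yellow fluorescence (Ex 488/Em 500-530) reported blocked Vif-mediated A3F-eYFP degradation.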
PI4K2A inh – PI4K2A (human) kinase inhibition | Q9BTU6 | purified PI4K2A, ADP-Glo luminescence, 1 h; hits give low values | AID 1346378 | activity change, negative = inhibition, % at 76.9 µM | 420,000 compounds, 0.13% hits; in the data active = activity change below about -50%; inconclusive = mostly about -30% to -49%;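 also: -100% = wells without enzyme as full effect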
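Compounds are screened against recombinant PI4K2A using PI as substrate and ATP, the latter dispensed at 300 microM. Reactions run one hour at ambient temperature before ADP-Glo detection; full inhibition defined by wells lacking enzyme.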
IDH1 R132H inh – blocks human mutant IDH1 R132H enzyme | AID 602179 | 390,000 compounds, 0.093% hits | IDH1-R132H enzyme, NADPH consumption, diaphorase/resazurin fluorescence | Potency, µM (series often up to 76.6 µM), inactives show at the top dose activity change, negative = inhibition, actives largely listed as inhibitors | O75874; also: potency is read from the fitted curve at half-maximal effect; % is scaled to controls: 0 for no effect and ±100 for the full control effect; nearly all actives have a fitted effect of over 65% in size
Target sequence (O75874 whole entry R132H, stated change not applied): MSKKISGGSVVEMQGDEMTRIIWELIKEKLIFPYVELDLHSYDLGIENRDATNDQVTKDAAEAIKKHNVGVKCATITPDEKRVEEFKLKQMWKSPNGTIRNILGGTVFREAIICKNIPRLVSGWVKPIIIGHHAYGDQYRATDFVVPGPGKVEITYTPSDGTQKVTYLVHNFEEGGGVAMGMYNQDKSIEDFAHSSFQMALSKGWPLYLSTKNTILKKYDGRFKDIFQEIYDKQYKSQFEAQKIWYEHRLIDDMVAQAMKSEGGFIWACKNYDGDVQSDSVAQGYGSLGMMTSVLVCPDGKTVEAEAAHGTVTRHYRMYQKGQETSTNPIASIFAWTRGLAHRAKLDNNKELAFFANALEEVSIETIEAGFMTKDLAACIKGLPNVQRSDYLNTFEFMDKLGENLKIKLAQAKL
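IDH1-R132H (0.5 ug/mL) preincubated 30 min with compound, then NADPH (0.016 mM) and alpha-KG (2 mM) added; 80 min at RT, pH 7.5. Remaining NADPH coupled via diaphorase/resazurin to fluorescence (540/590 nm); concentration-response curves normalized to no-enzyme control.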
An asterisk follows results filed as active; ? = inconclusive; . = not tested or not shown; & = joins results of further samples; [ ] = remark or other dose. Unless noted, calls follow the shape of the dose curve; as a rule, active = well fitted curve in the direction sought with a large enough effect; inconclusive = small, poorly fitted or top-dose-only effect, or another doubt; inactive = no such curve, though single readings can be large; an effect the other way counts as inactive or inconclusive. An excerpt (hit frequency here may not be typical).

Each structure is followed by: USP1-UAF1 inh, TrxR1 substrate, RXFP1 ag, Vif-APOBEC3G blk, LDHA block, GRP78 ERSR act, Vif-A3F inh, PI4K2A inh, IDH1 R132H inh
1. CCNc1ccccc1C(=O)O
    -12.3%, 69.7%[activator][57.1 µM], -0.5%, 2.2%, 2.9, -2.8%, -3.6%, -1.1, -5.1%
2. CCN(CC)C(=O)c1sc(NC(=O)c2cccs2)c(C#N)c1C
    -12.2%, -13.0%, 4.3%, -0.8%, -8.4, 2.7%, 0.2%, -1.8, -7.2%
3. COc1ccccc1C(=O)NNC(=O)c1cccc([N+](=O)[O-])c1
    -7.7%, 11.6%[57.1 µM], 0.3%, 3.3%, -5.8, -2.3%, -10.6%, -2.3, -2.8%
4. O=C1c2cccnc2C(=O)N1Cc1ccc(S(=O)(=O)N2CCOc3ccc(Cl)cc32)cc1
    -22.5%, -11.6%, -0.3%, 0.0%, 0.7, -4.8%, -6.7%, -5.0, 12.6%
5. Cc1cc2c(cc1C)NC1(C[C@H]3CCC(=O)N4CC[C@@H](C1)[C@@H]34)C(=NC(C)(C)CC(C)(C)C)N2 (some centres not stated)
    -19.2%, -14.5%&-25.3%, ., -1.0%&-3.7%, 6.9, -0.2%&-0.6%, 0.3%, 0.3, 5.6%
6. O=C1NCN(C2CCCCC2)CN1
    ?, 3.9%, ., 1.3%, -12.0, -3.6%, -8.4%, 2.7, -8.0%
7. O=C(CSC1=NCCS1)Nc1ccc(F)cc1
    -24.1%, -6.0%[57.1 µM], -0.1%, 0.2%, -12.9, 0.9%, -1.9%, -2.0, 5.2%
8. CC1CCN(CCCNC(=O)c2cn(C)c3ccc(S(=O)(=O)N4CCCC4)cc3c2=O)CC1
    1.7%, -2.2%, -0.4%, -8.0%, -1.9, -6.0%, -4.8%, -0.6, 2.4%
9. CC(=O)Nc1cc2nc(C)n(Cc3ccc([N+](=O)[O-])cc3)c2nc1C
    -15.5%, 4.5%[2.29 µM], -0.5%, -0.1%, -2.2, -3.9%, 8.8%, -1.3, 1.7%
10. Cc1ccc(NC(=O)C(C)c2ccc([N+](=O)[O-])cc2)cc1Cl (configuration not stated)
    ?, 2.6%[57.1 µM], 0.2%, -3.3%, -2.8, -4.1%, -6.4%, 0.8, -0.9%
11. CCN(CC)CCNC(=O)c1cc(-c2cccnc2)nc2ccc(S(=O)(=O)N3CCC(C)CC3)cc12
    -15.4%, -4.1%, 0.5%, -2.9%, -1.1, -2.3%, -0.8%, -0.9, 0.0%
12. COc1cc(C(=O)NC(C)c2cccc3ccccc23)cc(OC)c1OC (configuration not stated)
    -23.2%, -4.4%, 1.7%, 3.5%, -1.8, 3.7%, 1.3%, 4.2, -2.5%
13. CC(=O)Nc1ccc(NC(=O)c2cc(CN3CCCC3)on2)cc1
    -1.4%, -2.8%[57.1 µM], 0.9%, 3.1%, -1.4, -1.9%, -3.4%, 0.4, -4.8%
14. COc1ccc(Oc2nc(SC)nc3ccsc23)cc1
    -13.6%, 10.5%[57.1 µM], ?, -25.7%, -4.1, 1.8%, -2.3%, -3.9, 8.5%
15. Cc1ccccc1NC(=O)CCS(=O)(=O)c1cccc2nonc12
    ?, 1.1%, 3.5%, 1.4%, -1.9, -0.8%, 2.3%, 0.8, 1.9%
16. COc1cccc(-c2cc(C(F)(F)F)nc(N3CCCCC3)n2)c1
    -7.6%, 18.9%[57.1 µM], 5.2%, 0.6%, 1.2, -4.7%, 9.6%, -9.1, 13.0%
17. CCOc1ccc(N2CC(C(=O)NCCN3C(=O)S/C(=C/c4cccnc4)C3=O)CC2=O)cc1 (configuration not stated)
    -2.5%, -3.8%, 0.6%, -0.4%, -0.2, -1.0%, 7.3%, -3.8, 5.2%
18. O=C(C1CC1)N1CCN(C(c2ccccc2)c2ccccc2)CC1
    -22.7%, 6.6%, 0.1%, 2.4%, -11.5, 1.0%, -4.1%, 0.3, 7.2%
19. COc1ccc(NC(=O)Cn2nnc(C(=O)NCc3cccs3)c2N)cc1Cl
    -13.0%, 4.6%[57.1 µM], 2.7%, -1.1%, -18.1, -2.7%, 1.4%, -2.9, 0.0%
20. CCOC(=O)N1CCN(C(=O)c2cnn(-c3cccc(F)c3)c2-n2cccc2)CC1
    -7.7%, -1.6%[57.1 µM], 0.6%, 0.5%, -1.9, -3.4%, -2.4%, -2.0, 0.1%
21. Cc1ccc(NC(=O)CCNS(=O)(=O)c2cccs2)cc1F
    -3.2%&-23.6%, -12.6%&0.1%, 1.1%&1.0%, 0.2%&-1.3%, -3.0&-8.4, 1.8%&0.2%, 8.3%&-6.9%, 3.3&-0.2, 2.4%&-1.1%
22. O=Cc1ccc(-c2ccc(F)cc2)o1
    -4.0%, -4.2%, 1.3%, 1.7%, -4.2, 0.8%, -17.0%, 5.0, -0.9%
23. CCOc1cc(C)c(Cl)cc1S(=O)(=O)N(CC)CC
    -13.0%, 5.2%[57.1 µM], -0.3%, -1.7%, -1.4, -1.2%, -2.3%, 5.1, 2.8%
24. COc1ccc(-c2cc(C(=O)Nc3cc(OC)cc(C(=O)Nc4cccc(C(F)(F)F)c4)c3)[nH]n2)cc1
    -16.0%&-23.0%, 4.7%, 0.3%, -22.7%&-11.0%, -4.3&-0.3, 2.6%&0.8%, ?, -0.2&-1.8, -4.6%&-4.2%
25. COc1ccc(/C=C(/NC(=O)c2ccccc2)C(=O)N2CCCCC2)cc1
    -10.3%, 2.4%[57.1 µM], 0.5%, -0.1%, -7.5, -4.9%, -9.8%, 3.0, 8.3%
26. Cc1ccc(-n2c(=O)c3sccc3n(CC(=O)NCc3ccco3)c2=O)cc1F
    -7.3%, 10.1%, 13.3%, -2.9%, -5.1, -6.1%, -3.1%, 0.3, 8.4%
27. Cc1ccc(N2NC3(CCN(C(N)=O)CC3)NC2=O)cc1
    -19.2%, -3.2%[57.1 µM], 0.7%, 0.4%, 2.2, -1.1%, 13.5%, -3.2, 0.9%
28. Cc1cc(-c2ccccc2)nc(N/N=C/c2ccccc2F)n1
    -8.6%, -3.8%, 1.9%, -6.7%, -0.1, 10.0%, 22.4µM*, 1.6, -6.3%
29. CC(=O)N1CCc2c(sc3c2c(=O)n(Cc2ccccc2)c(=O)n3Cc2cc(C)ccc2C)C1
    ?, 0.8%, 0.7%, -2.3%, -2.4, -1.5%, -0.5%, 1.6, ?
30. CCCCN1C(=O)C(CC(=O)NCC2CCCCC2)CC(C(=O)N(CC)CC)=C1C (configuration not stated)
    -5.7%, ., ., 0.3%, 2.6, -1.6%, -3.2%, -5.4, 0.0%
31. C(=NOCc1ccccc1)c1cccnc1
    0.5%, -5.5%, ., -2.0%, -2.8, 1.6%, 4.6%, -1.2, -0.6%
32. S=C(NCCCCNC(=S)NCc1ccccc1)NCc1ccccc1
    -21.8%, -7.8%, 1.1%, 1.2%, -9.4, -2.2%, 0.4%, -1.0, 0.0%
33. O=C(CCc1ccccc1)Nc1nn[nH]n1
    -12.4%, -0.5%, -0.1%, -0.3%, -4.9, -5.2%, 5.5%, 3.5, -1.1%
34. Cc1ccc(N(Cc2cc3ccccc3[nH]c2=O)C(=O)c2cccc(Cl)c2)cc1
    ?, 1.3%, 19.3%, -3.4%, -3.6, -1.3%, -15.4%, -5.5, -7.5%
35. O=C1CC(c2ccco2)=Nc2ccccc2N1
    -5.7%, -2.5%, -1.1%, -4.1%, -4.5, -1.1%, -5.9%, 2.1, 22.6%
36. O=S(=O)(NCCc1ccccc1)c1ccccc1
    7.1%, -2.9%, 0.6%, -1.0%, -5.8, -1.1%, -1.3%, 1.4, 0.0%
37. CCCCNS(=O)(=O)c1ccc2nc(-c3cccnc3)cc(C(=O)NC3CC3)c2c1
    -18.8%, 0.2%, 1.2%, -2.8%, -5.7&-3.9, -4.1%, 1.3%, -9.7, -3.3%
38. COc1ccc(C(=O)N2CCc3ccccc32)cc1
    -1.6%, 2.7%, 0.2%, -1.6%, -9.0, 9.7%, -1.7%, -0.9, 15.2%
39. O=C(COC(=O)CNC(=O)c1ccccc1)Nc1ccc(Cl)cn1
    0.5%, 7.9%, ., -0.3%, -0.7, -2.0%, 8.6%, 5.0, 2.0%
40. CC1(C)CC(c2nc(-c3ccccc3)cs2)CCS1 (configuration not stated)
    -16.4%, -2.4%, 0.9%, -2.5%, -1.6, -4.3%, -22.6%, 3.3, 0.0%
41. CN(C)c1ccc(NC(=O)CSC2=Nc3ccccc3C3=NC(CC(=O)NCc4ccccc4)C(=O)N23)cc1 (configuration not stated)
    -16.3%, 4.7%[57.1 µM], 0.8%, 4.1%, -1.0, -2.3%, 5.2%, 0.8, 11.4%
42. Cc1ccc(C(=O)NC(C(=O)OCc2cn3cc(Cl)ccc3n2)C(C)C)cc1 (configuration not stated)
    -12.8%, 2.7%, -1.1%, -0.1%, 1.5, -2.3%, 2.0%, 3.0, 2.4%
43. CCN(CC)CCNC(=O)c1ccc(Cl)c(S(=O)(=O)Nc2ccc(Cl)cc2)c1
    -5.2%&-12.1%, -10.0%&0.6%, -0.2%, 2.6%&-0.5%, -9.9&-4.7, -4.9%&-2.7%, -9.1%&0.9%, -9.6&5.0, -2.6%&-6.1%
44. COC(=O)c1ccc(NC(=S)NCCc2ccc(OC)cc2)cc1
    -11.7%, 15.5%, -1.4%, -0.1%, -4.2, -3.9%, 2.7%, 6.7, 7.3%
